Scp-1 inhibitor: inhibitors of human Scp-1 phosphatase | Q9GZU7 | Recombinant Scp1, phosphopeptide, malachite green phosphate absorbance | inhibition, % at 20 µM | actives 0.88% (n = 340,000);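 active means inhibition above about 50% at 20 µM, limit read from the data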;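 further: plate controls were DMSO wells with enzyme for no effect and wells lacking enzyme for full effect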
Target sequence (Q9GZU7 76-261 limits assumed): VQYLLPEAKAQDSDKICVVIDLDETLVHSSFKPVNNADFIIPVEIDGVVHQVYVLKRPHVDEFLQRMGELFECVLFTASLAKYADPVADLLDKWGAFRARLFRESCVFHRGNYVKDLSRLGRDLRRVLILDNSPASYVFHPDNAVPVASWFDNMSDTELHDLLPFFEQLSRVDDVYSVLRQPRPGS
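Assay system: SCP-1 catalytic fragment, aa 76-261 | Buffer or medium: Tris acetate buffer pH 5.5 with MgCl2 and Tween-20 | Compound: One concentration, 20 µM, with 1.0% DMSO | Also added: Phospho 17-mer peptide substrate | Signal: Absorbance at 630 nm | Incubation: 45 min enzyme reaction at room temperature | Measure: % inhibition of SCP-1 phosphate liberation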
NadD block: NadD (S. aureus) enzyme inhibition | inhibition, % at 20 µM | actives 0.78% (n = 360,000) | purified NadD enzyme, colorimetric absorbance read-out; in the data active means inhibition above about 26%; further: some compounds past the cut are filed as inactive
LMPTP inh: blocks human LMPTP phosphatase; inhibition, % at 20 µM; P24666; recombinant LMPTP-A, OMFP fluorogenic substrate, fluorescence intensity; actives 0.22% (n = 360,000);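 active means compounds that cut the enzyme signal by at least half of the control window in the single-dose screen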;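 further: plate controls were DMSO wells with enzyme plus substrate for no effect and substrate without enzyme for full effect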
Target sequence (P24666 whole entry, looked up): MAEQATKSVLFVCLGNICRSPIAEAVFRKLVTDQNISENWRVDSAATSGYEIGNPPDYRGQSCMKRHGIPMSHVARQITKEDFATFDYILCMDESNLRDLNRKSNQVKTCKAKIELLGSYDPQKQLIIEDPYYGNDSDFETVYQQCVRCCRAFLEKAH
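Test system: LMPTP-A phosphatase enzyme; input: 0.625 nM LMPTP-A final; reagent: OMFP substrate, 400 µM final; compound dosing: 20 µM single dose, 3% DMSO; incubation: 50 min dark incubation at room temperature; measured by: endpoint fluorescence intensity from OMFP dephosphorylation; measure: % inhibition relative to no-enzyme and uninhibited control wells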
SKN-1 inh: C. elegans SKN-1 inhibition; C. elegans VP596 Pgst-4::GFP/RFP ratio, acrylamide-induced, 24 h; inhibition, % at 21.8 µM; actives 0.49% (n = 360,000); AID 624304;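 active means interference check ratio from 0.5 to 1.5 plus GFP to RFP signal ratio inhibition reaching or exceeding a fixed threshold, cut at about 30% in these data, passing the limit was not always enough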; further: some compounds called inactive have numbers as strong as hits
STEP block: blocks human striatal-enriched tyrosine phosphatase | P54829 | recombinant STEP, OMFP fluorogenic substrate, fluorescence | inhibition, % at 20 µM | actives 0.25% (n = 360,000) | AID 588621;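 active means inhibition at 20 µM, scaled per plate between control wells, above about 37%, limit read from the data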;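 further: 0% = DMSO with enzyme and substrate and 100% = substrate only without enzyme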
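material = STEP tyrosine phosphatase | reagent = fluorogenic phosphatase substrate OMFP at 25 µM final | doses = single compound dose of 20 µM, 1% DMSO final | schedule = 20 min reaction, room temperature, in the dark | measured by = fluorescence, 480/540 nm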
NRP1-CendR mod: NRP-1/CendR interaction modulation; inhibition, % at 25 µM; AID 602438; actives 0.85% (n = 360,000); FAM-RPARPAR peptide binding to NRP-1, fluorescence polarization; O14786;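 active means inhibition or corrected inhibition above about 18%, plus a signal ratio from 0.5 to 1.5, limit read from the data, passing the limit was not always enough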; further: strong numbers were not always called active
Neddyl block: cullin neddylation inhibition. TR-FRET cullin neddylation, biochemical. calls only at 25 µM. actives 0.58% (n = 360,000). AID 651699; in the data active means inhibition above about 36%
DNMT1 block: blocks human DNA methyltransferase DNMT1 | DNMT1 molecular beacon, Hinp1I cleavage, fluorescence | inhibition (reported as % activation of signal), % at 10 µM | actives 0.83% (n = 360,000) | AID 588458; in the data active means inhibition above about 50%
Tb MetRS inh: blocks T. brucei methionyl-tRNA synthetase activity. purified T. brucei MetRS, ATP depletion, Kinase-Glo luminescence. inhibition, % at 11.9 µM. actives 0.4% (n = 360,000). AID 624268;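 active means inhibition above a per-plate cutoff of the control wells' mean inhibition plus 3 SD, cut at about 5.5% in these data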;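 further: 0% = DMSO wells median and 100% = median of wells with control inhibitor compound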
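Measured by: Kinase-Glo luciferase luminescence reporting remaining unconsumed ATP. Material: purified T. brucei MetRS enzyme. Doses: 11.9 µM compound single dose, 0.9% DMSO. Medium: HEPES buffer containing pyrophosphatase, BSA, spermine, DTT. Times: 15 min preincubation, 2 h reaction, all 25 °C. Reagent: methionine, ATP and bulk E. coli tRNA.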
SUMO1 PPI mod: SUMO1-SIM interaction modulation. actives 0.33% (n = 360,000). inhibition, % at 20 µM. P63165. AID 602429. SUMO1 binding to a labelled peptide, TR-FRET, 1 h; in the data active means inhibition above about 37%
Target sequence (P63165 whole entry, looked up): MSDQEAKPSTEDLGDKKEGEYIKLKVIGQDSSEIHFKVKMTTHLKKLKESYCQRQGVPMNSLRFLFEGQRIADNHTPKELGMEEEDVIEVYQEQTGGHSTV
* hit, by the source's call; i = inactive; . = no result given.

Sample of the layout, 2 compounds:
SMILES	Scp-1 inhibitor	NadD block	LMPTP inh	SKN-1 inh	STEP block	NRP1-CendR mod	Neddyl block	DNMT1 block	Tb MetRS inh	SUMO1 PPI mod
CN(C)c1ccc(C(=O)OCC(=O)Nc2ccc(N3CCOCC3)cc2)cc1	3	-9	-0.5	-10	2	-12	i	-2	-0.4	-6
O=C(c1ccco1)N(Cc1cccc(Br)c1)C1CCS(=O)(=O)C1 (centres undefined)	3	-3	0.2	22	-2	-2	i	0	-0.3	-3

Results, from the start:
SMILES	Scp-1 inhibitor	NadD block	LMPTP inh	SKN-1 inh	STEP block	NRP1-CendR mod	Neddyl block	DNMT1 block	Tb MetRS inh	SUMO1 PPI mod
CN(C)c1ccc(C(=O)OCC(=O)Nc2ccc(N3CCOCC3)cc2)cc1	3	-9	-0.5	-10	2	-12	i	-2	-0.4	-6
O=C(c1ccco1)N(Cc1cccc(Br)c1)C1CCS(=O)(=O)C1 (centres undefined)	3	-3	0.2	22	-2	-2	i	0	-0.3	-3
O=C(CN1CCN(c2ccccc2F)CC1)c1ccc(O)c(O)c1	-2	-5	32	4	0	-11	i	3	0.2	4
COc1ccc(CCNC(=O)COc2ccc(-c3ccccc3)cc2)cc1OC	-5	-1	0.5	-7	1	-3	i	-1	-0.1	3
N/C(=N\OC(=O)Cc1ccc([N+](=O)[O-])cc1)c1ccc([N+](=O)[O-])cc1	-9	-8	1.8	8	4	-11	i	-2	-1.1	-23
CCC(CC)c1nn2c(N)c(/C=C3\C=Nc4ccccc43)c(=O)nc2s1	-7	13	-1.0	-6	1	-4	.	-6	3.2	-16
CN(/N=C/C=C/c1ccccc1)C1=NS(=O)(=O)c2ccccc21	-5	1	-0.3	12	4	2	.	12	-1.4	13
O=C(C1CCCCC1)N1CCC(O)(c2ccc(Cl)cc2)CC1	-15	-9	-1.0	1	-3	-14	i	1	0.2	-1
O=C(Nc1ccccc1C(=O)N1CCOCC1)c1noc2c1CCCC2	0	-2	-1.0	-12	0	3	i	1	0.3	7
CC(C)CNC(=O)CC(=O)N/N=C/c1ccc(Br)cc1	-7	-4	-0.8	8	0	-6	i	3	0.1	-11
O=C1CC(NNC(=O)c2ccc(Br)cc2)C(=O)N1 (centres undefined)	0	-4	-2.1	43*	-4	-3	i	2	0.0	9
O=C1CN(C(=O)COc2ccc([N+](=O)[O-])cc2Cl)c2ccccc2N1	6	4	-1.1	1	-2	7	i	-2	1.6	-32
O=C(c1cc(-c2ccncc2)nc2ccccc12)N1CCN(S(=O)(=O)/C=C/c2ccccc2)CC1	-1	8	1.6	-2	6	9	i	-4	-0.1	-4
Cc1ccc2c(c1)C(N1CCCC1=O)CC(c1ccco1)N2 (centres undefined)	-4	3	2.9	10	2	-23	i	4	-2.8	-6
CCOc1ccccc1NC(=O)CCNS(=O)(=O)c1cccc2nonc12	2	-12	0.3	-4	3	17	i	2	-0.1	-35
COc1ccc(N2C(=O)C(CC(N)=O)N(NC(=O)c3cccc(OC)c3)C2=S)cc1 (centres undefined)	1	1	-0.7	7	12	6	i	0	-0.3	3
CCOC(=O)C1(CCc2ccccc2)CCN(C(=O)c2cnc(C)cn2)CC1	3	-6	-1.3	8	-3	10	i	0	-0.3	-2
COc1cc(C(C(=O)NCc2ccccc2)N(C(=O)c2snc(C(N)=O)c2N)C2CCCC2)cc(OC)c1OC (centres undefined)	1	3	3.6	4	-1	7	i	0	-0.5	-8
COc1ccc(C(CCN2CCOCC2)c2c(OC)cc(OC)c3c(C)cc(=O)oc23)cc1 (centres undefined)	0	-3	1.0	4	2	0	.	1	-0.1	6
CCC1=NN(C(=O)CCc2ccc3c(c2)OCO3)C(O)(C(F)(F)F)C1 (centres undefined)	-5	0	-0.9	2	0	-3	i	2	-0.6	-2
O=C(/C=C/c1ccccc1)NC(NC(=S)Nc1ccc(Cl)cc1)C(Cl)(Cl)Cl (centres undefined)	-10	18	0.7	21	0	8	i	-4	0.4	0
C=C1c2cccc(C(F)(F)F)c2O[C@H](C(=O)OCC)[C@H]1OC	30	-4	-0.8	8	1	8	i	3	-0.2	-3
CCCCCCCCCCCC1N=C(N)NC(CCCO)=C1C(=O)OC (centres undefined)	5	12	3.8	-9	13	6	i	-13	-0.6	103*
Cc1cc(C)cc(C(=O)NC2C(=O)N3C(C(=O)O)=C(CSc4nnc(C)s4)CSC23)c1 (centres undefined)	5	-6	2.2	4	2	-18	i	9	0.1	2
CC(C)(C)c1ccc(/C=C/C(=O)O)s1	-6	5	0.0	-1	7	-15	i	2	-0.6	-3

4 entries from above, with values ahead of the structure.
Scp-1 inhibitor,NadD block,LMPTP inh,SKN-1 inh,STEP block,NRP1-CendR mod,Neddyl block,DNMT1 block,Tb MetRS inh,SUMO1 PPI mod,smiles
3,-3,0.2,22,-2,-2,i,0,-0.3,-3,O=C(c1ccco1)N(Cc1cccc(Br)c1)C1CCS(=O)(=O)C1 (centres undefined)
-2,-5,32,4,0,-11,i,3,0.2,4,O=C(CN1CCN(c2ccccc2F)CC1)c1ccc(O)c(O)c1
-5,-1,0.5,-7,1,-3,i,-1,-0.1,3,COc1ccc(CCNC(=O)COc2ccc(-c3ccccc3)cc2)cc1OC
-9,-8,1.8,8,4,-11,i,-2,-1.1,-23,N/C(=N\OC(=O)Cc1ccc([N+](=O)[O-])cc1)c1ccc([N+](=O)[O-])cc1

Record cards, from the list above.
Shown for COc1ccc(C(CCN2CCOCC2)c2c(OC)cc(OC)c3c(C)cc(=O)oc23)cc1 (centres undefined) = Scp-1 inhibitor: 0; NadD block: -3; LMPTP inh: 1.0; SKN-1 inh: 4; STEP block: 2; NRP1-CendR mod: 0; Neddyl block: .; DNMT1 block: 1; Tb MetRS inh: -0.1; SUMO1 PPI mod: 6
Shown for O=C(C1CCCCC1)N1CCC(O)(c2ccc(Cl)cc2)CC1 = Scp-1 inhibitor: -15; NadD block: -9; LMPTP inh: -1.0; SKN-1 inh: 1; STEP block: -3; NRP1-CendR mod: -14; Neddyl block: i; DNMT1 block: 1; Tb MetRS inh: 0.2; SUMO1 PPI mod: -1
Shown for O=C1CN(C(=O)COc2ccc([N+](=O)[O-])cc2Cl)c2ccccc2N1 = Scp-1 inhibitor: 6; NadD block: 4; LMPTP inh: -1.1; SKN-1 inh: 1; STEP block: -2; NRP1-CendR mod: 7; Neddyl block: i; DNMT1 block: -2; Tb MetRS inh: 1.6; SUMO1 PPI mod: -32

(list continues)
SMILES	Scp-1 inhibitor	NadD block	LMPTP inh	SKN-1 inh	STEP block	NRP1-CendR mod	Neddyl block	DNMT1 block	Tb MetRS inh	SUMO1 PPI mod
COC(=O)C[C@@H]1C=C[C@H](NC(=O)Nc2cc(F)ccc2F)[C@@H](CO)O1	.	.	-2.5	4	.	-12	i	.	-1.3	0
CCCc1nc(SCC(=O)N2CCN(c3ccccc3)CC2)c2c(=O)n(C)c(=O)n(C)c2n1	-5	4	1.2	-8	2	8	i	4	0.4	16
CN1C(=O)C(CC(=O)NCCc2ccccc2)N(NC(=O)c2ccc(Cl)cc2)C1=S (centres undefined)	-7	1	0.6	8	4	-17	i	-2	-0.3	0
CCOC(=O)Nc1cccc2ccccc12	15	0	0.2	15	5	5	i	-2	0.0	-4
Cc1ccccc1-n1c(SCC(=O)c2cc(C)n(C)c2C)nnc1-c1cccnc1	2	-1	1.2	-4	0	5	i	-5	1.0	-3
CCC(=O)Nc1ncc2c(n1)CC(c1ccco1)CC2=O (centres undefined)	-8	3	34	10	2	-11	i	-2	0.0	-1
COc1ccc(Cl)cc1NC(=O)c1cccc([N+](=O)[O-])c1O	-13	-1	-0.5	3	2	4	i	66*	-0.2	-8
Cc1cc(=O)oc2cc(OC(=O)c3ccco3)ccc12	-6	3	0.4	-4	0	-2	.	-1	-0.1	-1
O=C(c1ccc(Cl)cc1)C1CCN(C(=S)Nc2ccccc2)CC1	-1	-3	0.2	1	0	-86	i	-1	-0.4	1
CC(C)(C)c1cc(C(=O)Nc2ccc(F)cc2)n(Cc2ccc(F)cc2)n1	-11	-15	4.6	6	2	10	i	7	0.4	-2
COc1ccc(-c2noc(N3CCC(C(=O)N4CCN(c5ccccn5)CC4)CC3)n2)cc1	-10	5	0.6	-29	-3	3	i	-1	0.2	0
Nc1ncncc1-c1ccc(Cl)cc1	-13	0	-0.8	-6	-5	-4	i	4	-0.7	1
CC(C)Oc1cccc(C(=O)NC(=S)N2CCN(c3ccc(C(F)(F)F)cc3[N+](=O)[O-])CC2)c1	-10	13	2.3	-10	3	8	i	-5	-0.3	-5
COn1c(-c2ccccc2)c(C=O)c2ccccc21	-14	-5	0.4	7	1	3	i	1	-0.2	-1
COc1ccc(NC(=O)N(CCCN2CCOCC2)Cc2cccnc2)c(OC)c1	-6	2	-4.1	7	-1	-20	i	3	-0.1	-6
O=C(CSc1ccc(-c2ccccn2)nn1)NC1CCCCC1	-11	-4	-1.9	-2	-2	-1	i	10	-1.0	-1
CC(C)OCCCn1c(=S)[nH]c2cc3c(cc2c1=O)OCO3	-7	7	-0.2	39*	13	14	i	-2	-0.2	-2
NNC(=O)C1CCCN1S(=O)(=O)c1ccc(Cl)cc1 (centres undefined)	-3	3	0.4	-3	-3	7	i	0	0.1	7
O=C(CC12CC3CC(CC(C3)C1)C2)N/N=C/c1ccncc1	-12	-4	-2.9	3	0	18*	i	-2	-0.3	-8
Cc1ccc(NC(=O)c2c(C)noc2C)cc1	-1	-3	-2.0	-3	2	16	i	0	-1.1	-1
Cc1cc2cc3n(c2nn1)N=C(Cl)CC3	.	-2	-2.0	7	-4	8	.	1	-0.2	-10
Cc1ccc(S(=O)(=O)CNC(=O)c2ccccc2)cc1	-7	-3	-1.4	-11	-3	14	i	0	0.7	1

Random draw from the library. About 4.6% of those tested had a hit in this group.
